BioA inh = M. tuberculosis BioA enzyme inhibitors, primary screen, biochemical, plate reader, single point, HTS; purified M. tuberculosis BioA enzyme; inhibition, % at 9.99 µM; 0.096% of 360,000 active; AID 602481, 2012; in the data active means inhibition above about 40%
Mtb UGM inh = M. tuberculosis UGM enzyme inhibitors, primary screen, biochemical, fluorescence polarization, single point. UDP-galactopyranose mutase (Mycobacterium tuberculosis (strain ATCC 25618 / H37Rv)), …. purified UGM, fluorescence polarization probe displacement. inhibition, % at 10 µM. 0.06% of 320,000 active; in the data active means inhibition above about 10%, passing the limit was not always enough
Target sequence (P9WIQ1 whole entry, looked up): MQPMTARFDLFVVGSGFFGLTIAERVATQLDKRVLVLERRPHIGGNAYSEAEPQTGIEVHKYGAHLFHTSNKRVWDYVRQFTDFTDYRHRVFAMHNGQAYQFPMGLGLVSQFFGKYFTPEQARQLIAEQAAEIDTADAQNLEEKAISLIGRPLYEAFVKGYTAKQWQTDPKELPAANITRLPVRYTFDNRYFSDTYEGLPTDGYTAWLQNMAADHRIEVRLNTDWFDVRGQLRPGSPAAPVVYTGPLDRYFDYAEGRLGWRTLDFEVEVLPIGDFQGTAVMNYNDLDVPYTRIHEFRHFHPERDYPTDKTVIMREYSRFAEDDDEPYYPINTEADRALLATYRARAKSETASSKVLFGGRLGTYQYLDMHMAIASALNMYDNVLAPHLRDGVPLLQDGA
Rv3671c inh = Rv3671c serine protease inhibitors, primary screen, biochemical, fluorescence polarization, M. tuberculosis H37Rv. 0.048% of 320,000 active. P9WHR9. inhibition, % at 5.96 µM; in the data active means inhibition above about 38%;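 further: extracellular domain of Rv3671c used as enzyme; 0% = enzyme with DMSO and 100% = no enzyme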
Target sequence (P9WHR9 whole entry, looked up, the tested form may be a part): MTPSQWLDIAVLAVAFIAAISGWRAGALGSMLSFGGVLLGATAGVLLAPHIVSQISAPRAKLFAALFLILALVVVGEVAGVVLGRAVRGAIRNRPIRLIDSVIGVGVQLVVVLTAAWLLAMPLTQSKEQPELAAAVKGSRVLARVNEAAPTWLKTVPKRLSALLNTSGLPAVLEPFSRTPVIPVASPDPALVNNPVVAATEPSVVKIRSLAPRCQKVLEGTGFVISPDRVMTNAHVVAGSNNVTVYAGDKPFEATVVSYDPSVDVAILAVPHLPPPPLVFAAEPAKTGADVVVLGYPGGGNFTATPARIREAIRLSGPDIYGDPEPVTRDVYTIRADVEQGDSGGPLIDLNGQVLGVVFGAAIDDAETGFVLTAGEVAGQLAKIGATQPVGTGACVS
GDH-TPI inh = GDH-TPI coupling enzyme inhibitors, primary screen, artefact control for M. tuberculosis FBA inhibitor project, biochemical, absorbance, full deck | GDH-TPI coupled enzyme counterscreen, NADH absorbance | inhibition, % at 4.8 µM | 1.2% of 360,000 active; in the data active means inhibition above about 30%;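 further: 0% = DMSO wells and 100% = wells lacking the enzyme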
SARS 3CLpro inh = SARS-CoV 3CLpro protease inhibitors, primary screen, biochemical, quenched FRET; Replicase polyprotein 1ab (Severe acute respiratory syndrome coronavirus), P0C6X7; recombinant SARS-CoV 3CLpro, quenched FRET peptide cleavage; inhibition, % at 6 µM; 0.14% of 290,000 active; AID 1706, 2009; in the data active means inhibition above about 12%
VHR inh abs = VHR1 phosphatase inhibitors, primary screen, biochemical, absorbance, uHTS | Dual specificity protein phosphatase 3 (Homo sapiens), P51452 | recombinant VHR phosphatase, pNPP absorbance | inhibition, % at 13.3 µM | 0.52% of 290,000 active | AID 1654, 2009; in the data active means inhibition above about 50%; further: some compounds called inactive have numbers as strong as hits
FBA Mtb inh = Mtb FBA enzyme inhibitors, primary screen, biochemical, fluorescence, strain H37Rv; Fructose-bisphosphate aldolase (Mycobacterium tuberculosis (strain ATCC 25618 / H37Rv)), …; 2.3% of 360,000 active; inhibition, % at 1 µM; purified M. tuberculosis FBA, fluorescence read-out; in the data active means inhibition above about 27%;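 further: 0% = vehicle and 100% = reference inhibitor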
SSB-PriA inh = inhibitors of Klebsiella pneumoniae PriA binding to SSB C-terminal tail, primary screen, biochemical, AlphaScreen. AID 1272365, 2023. 0.6% of 430,000 active. AlphaScreen SSBct-PriA binding, biotinylated peptide. inhibition, % at 33 µM. PriA–SSB C-terminal tail interaction (Klebsiella pneumoniae); in the data active means inhibition mostly above about 37%, no sharp cut-off; inactive means mostly below about 20%;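 further: plate controls were negative control peptide for no effect and reference peptide for full effect; strong numbers were not always called active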
MazF activator = activators of E. coli MazEF toxin-antitoxin RNase, primary screen, biochemical, fluorescence, uHTS; FAM/BHQ RNA-DNA oligo cleavage fluorescence, 5 h; 0.32% of 350,000 active; activation, % at 20 µM; Endoribonuclease toxin MazF (Escherichia coli (strain K12)), P0AE70; in the data active means activation above about 50%
Target sequence (P0AE70 whole entry, looked up): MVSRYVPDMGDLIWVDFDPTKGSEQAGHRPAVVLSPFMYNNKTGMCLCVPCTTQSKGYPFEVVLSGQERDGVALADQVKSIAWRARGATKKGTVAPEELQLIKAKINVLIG
Vc quorum ag = inducers of Vibrio cholerae quorum light production without autoinducers, primary screen, BH1578 luxS cqsA deficient, single point. activation, % at 18.7 µM. V. cholerae BH1578 lux reporter, luminescence, 6 h. 0.16% of 350,000 active; in the data active means activation mostly above about 9.7%, no sharp cut-off; further: not every result past the cut was called active; inactives centre near 0; reference of the scale not given here
Numbers without * were called inactive; i = inactive; / = not tested or not shown; & = joins results of further samples.

nr | SMILES | BioA inh | Mtb UGM inh | Rv3671c inh | GDH-TPI inh | SARS 3CLpro inh | VHR inh abs | FBA Mtb inh | SSB-PriA inh | MazF activator | Vc quorum ag
1 | CC(=O)c1c(C(C)=O)c(C)n(C(c2ccccc2)c2ccccc2)c1C | / | -2.2 | -4 | -22 | 7 | 19 | -4 | 13 | 6 | -0.4
2 | CSc1nnc(-c2cc[n+](C)cc2)n1CCO | / | 1.8 | -7 | 8 | 0 | 7 | 0 | 11 | 6 | -0.3
3 | COc1ccc(C2=NS(=O)(=O)N(C)C(C(=O)NC(C)c3ccccc3)=C2)cc1OC (configuration not stated) | -0.3 | 0.7 | 0 | 11 | 3 | 17 | -1 | -2 | 7 | -0.2
4 | Cc1cccc(C(=O)NCCCN2CCCC2=O)c1 | -8.2 | 1.8 | 9 | -3 | 2 | 0 | -1 | -9 | -1 | -11
5 | CCOc1ccc(NC2=NCC(=O)N2Cc2cccs2)cc1 | 0.2 | 3.6 | 0 | -1 | 1 | 27 | -2 | 13 | -3 | /
6 | CC(NC(=O)C1CCCN1S(=O)(=O)c1ccc2c(c1)n(C)c(=O)c(=O)n2C)c1ccccc1 (configuration not stated) | -0.7 | -1.4 | 0 | -9 | 4 | 9 | 4 | 1 | 2 | -0.3
7 | CCC(C)[C@H](NC(=O)OC(C)(C)C)c1nnc(SCc2c(C)[nH]c(=O)[nH]c2=O)o1 (some centres not stated) | -1.6 | -3.5 | 9 | -2 | -2 | -4 | 1 | -6 | -6 | i
8 | O=c1cc(C(F)(F)F)[nH]c2ccc(OC(F)(F)F)cc12 | 3.1 | 1.6 | -3 | 10 | 5 | -7 | 26 | -6 | 12 | -0.7
9 | O=C(O)CSc1c2ccccc2cc2ccccc12 | 1.3 | 0.0 | 4 | -4 | -6 | 1 | 23 | 2 | 8 | i
10 | O=C(CCCCCn1c(=S)[nH]c2cc3c(cc2c1=O)OCO3)N1CCN(c2ccccc2)CC1 | -1.9 | -3.1 | -3 | 5 | -1 | 17 | 3 | 6 | 13 | i
11 | CC(C)CCOc1ccc(C(=O)N2CCCC2C(=O)O)cc1 (configuration not stated) | / | -0.9 | 5 | 3 | -4 | 20 | 0 | 0 | 1 | -0.5
12 | COC(=O)C(C)Sc1nc2c(c(=O)[nH]c(=O)n2C)n1CCC(C)C (configuration not stated) | / | -1.7 | 1 | -3 | -1 | 22 | 4 | 2 | 1 | i
13 | CCc1nc2ccc(C(=O)Nc3cccc(OCC(=O)N(C)C)c3)cn2c1N(CCC(C)C)CCN(C)C | 0.9 | / | / | 4 | / | / | -2 | / | / | -0.3
14 | Cc1noc(C)c1CSCC(=O)OCc1nc2ccccc2c(=O)n1CC#N | 4.4 | 1.4 | -1 | 11 | -1 | -2 | 2 | -6 | 4 | i
15 | COCCC(=O)N1CCC(Oc2ccc(C(=O)N3CCCC(OC)C3)cc2)CC1 (configuration not stated) | -2.1 | -1.7 | -4 | 10 | -3 | -6 | 0 | -9 | -19 | -1.2
16 | CC(C)N1CCN(Cc2ccccc2-c2ccco2)CC1CCO (configuration not stated) | / | 0.3 | -1 | -5 | 1 | 34 | 0 | -3 | -1 | /
17 | CC(C)n1c(C(O)c2ccc3c(c2)OCO3)nc2ccccc21 (configuration not stated) | 0.5 | -2.2 | 4 | 10 | 4 | 24 | -1 | -3 | 10 | -3.5
18 | CC(OC(=O)C1CC1)C(=O)Nc1ncc(Cl)cc1Cl (configuration not stated) | -0.3 | -1.8 | -5 | -4 | / | / | -3 | -13 | 5 | i
19 | O=C(CCCn1nnnc1CN1CCOCC1)N1CCC(c2ccccc2Cl)C1 (configuration not stated) | 1.3 | 2.9 | -14 | 2 | -3 | 4 | 0 | -4 | -1 | -3.4
20 | CC(=O)c1ccc(NC(=S)N2CCCC2)cc1 | 8.0 | 1.9 | / | 5 | 3 | 44 | 1 | -10 | -5 | -0.2
21 | COc1c2c(nc3occc13)C(CC=C(C)C)(OC)C(=O)C=C2 (configuration not stated) | 3.1 | 0.8 | 0 | 4 | 2 | -9 | -2 | -1 | 5 | i
22 | O=C(c1cccc(Cl)c1)N1CCN(c2ncccn2)CC1 | -0.1 | 2.7 | / | 12 | -1 | 31 | 3 | -3 | -4 | -0.6
23 | CCOc1ccc(C(C)NC(=O)C2CCCC2)cc1 (configuration not stated) | 0.2 | / | 10 | 9 | 2 | 6 | 0 | -1 | -2 | -0.2
24 | CC(C)C1N(C(=O)CN2CCCCC2)CCN1S(=O)(=O)c1ccccc1 (configuration not stated) | -2.0 | 1.0 | 2 | 2 | -4 | 29 | -4 | -5 | 1 | -0.2
25 | CCOc1ccc(Br)c(C2(O)CC(C)N(C)CC2C)c1 (configuration not stated) | 1.1 | -1.3 | 0 | 15 | 1 | 10 | 4 | -20 | 12 | 0.9
26 | CC1CCN(Cc2nnnn2CCCC(=O)NCCN2CCOCC2)CC1 | -0.4 | 1.0 | 3 | -3 | 0 | 6 | 0 | -6 | 10 | 0.4
27 | COc1ccc(COn2nnc3ccc(S(=O)(=O)N4CCOCC4)cc32)cc1F | -0.8 | -0.6 | 3 | -1 | / | / | 6 | 2 | -1 | -0.7
28 | COc1cc(C=C2C(=O)NC(=O)NC2=O)ccc1OCc1ccc([N+](=O)[O-])cc1 | -2.2 | / | / | -3 | -1 | -15 | 0 | 14 | -16 | 0.6
29 | O=C(COC(=O)c1ccc(Cl)nc1)Nc1cc(S(=O)(=O)N2CCOCC2)ccc1Cl | -0.8 | 4.1 | -2 | 2 | / | / | 2 | -3 | 5 | -6.3
30 | Cn1c(=O)c2c(nc(N3CCOCC3)n2C/C=C/c2ccccc2)n(C)c1=O | 0.8 | -2.1 | 3 | 4 | -2 | -6 | -2 | -13 | 5 | i
31 | CC(c1ccccc1)C1NC(C(=O)O)CS1 (configuration not stated) | -0.1 | -0.5 | 5 | -6 | 0 | 27 | 0 | -1 | 8 | -0.5
32 | COC(=O)c1ccccc1NC(=O)CSc1[nH]c(=O)cc(C)c1C#N | / | 0.0 | -3 | 4 | 1 | 18 | 1 | -14 | 3 | 0.0
33 | Brc1ccc(OCCCCCN2CCOCC2)cc1 | / | -2.8 | 1 | -11 | 0 | 21 | 2 | -2 | -1 | -0.4
34 | CCOc1ccc(CCNC(=O)COC(=O)c2cccnc2SC)cc1OCC | / | 1.6 | -1 | 8 | / | / | 4 | -5 | 9 | i
35 | CCc1ccc(C(C#N)=CC=Cc2ccccc2)cc1 | / | / | / | 22 | / | / | 7 | / | -8 | -2.9
36 | CCN1CCN(CC(=O)N2N=C(c3ccc(OC)cc3)CC2c2ccc(OC)cc2)C(=O)C1=O (configuration not stated) | / | 0.7 | 3 | 4 | -2 | 34 | 4 | -7 | 5 | 1.0
37 | c1ccc(CN2CCN(CCOCCOc3ccc4c(c3)CCC4)CC2)cc1 | / | -0.8 | 5 | 4 | 0 | 22 | 0 | 3 | 6 | i
38 | CCOC(=O)C(C)Oc1cccc2c(=O)n(CC(=O)NCCc3ccc(OC)c(OC)c3)ccc12 (configuration not stated) | -0.8 | 2.3 | 1 | 8 | 0 | -4 | -2 | 3&0 | -5 | -0.1
39 | COc1cc(CCC(=O)OCC(=O)NC2CCCC(C)C2C)cc(OC)c1OC (configuration not stated) | / | -2.2 | 0 | 6 | -5 | 26 | 3 | -4 | -7 | -1.4
40 | COc1ccc(C2CC(=O)C(CS(=O)(=O)c3ccccc3)C(=O)C2)cc1 (configuration not stated) | / | -1.2 | -8 | 1 | 2 | -11 | 2 | -12 | -3 | i
41 | CCOC(=O)c1c(C)[nH]c(C(=O)OCC(=O)c2c(N)n(C)c(=O)n(C)c2=O)c1C | / | -0.6 | -3 | / | 2 | 9 | / | / | / | /
42 | CCN=c1scc(-c2ccccc2)n1/N=C/c1ccccn1 | / | 0.5 | 6 | 14 | -2 | -2 | -8 | / | 4 | -1.3
43 | O=C(Nc1ccc(Br)cn1)c1coc(=O)c(Br)c1 | 0.4 | 4.7 | -5 | 6 | 2 | 12 | 19 | -3 | -8 | -0.3
44 | CN(Cc1c(F)cccc1Cl)C(=O)CNC(=O)c1ccc2c(c1)OCO2 | 0.4 | -0.1 | 4 | -1 | / | / | -1 | 4 | 3 | i
45 | COCCN(C(=S)Nc1ccccc1C)C(C)c1ccco1 (configuration not stated) | -0.5 | 1.5 | 8 | 0 | -1 | 7 | -1 | -4 | 0 | i
46 | CCN(CC)S(=O)(=O)c1cc(NC(=O)CCNC(=O)c2ccccc2Cl)ccc1C | / | 2.7 | -1 | 15 | 6 | -7 | 1 | -1 | -2 | -0.2
47 | Cc1nn(S(=O)(=O)c2ccc(F)cc2)c(C)c1S(=O)(=O)N1CCCCC1 | -1.0 | 0.3 | 2 | 2 | 3 | 1 | 2 | 1 | 0 | -0.3
48 | O=C(Cn1c(C(F)(F)F)nc2ccccc21)NCCCN1CCOCC1 | -1.5 | 1.3 | -5 | -2 | 0 | 8 | 1 | -9 | 1 | /
49 | Nc1ccc(OCc2ccccc2)cc1[N+](=O)[O-] | -1.9 | / | / | 2 | / | / | -11 | 2 | 5 | 1.8
50 | COc1cccc2c(=O)c3cccc(N)c3[nH]c12 | -0.5 | 0.2 | -20 | -1 | 5 | 9 | 5 | 4 | 12 | 5.4
51 | O=C(CN1C(=O)C2CCCCC2C1=O)OCc1nnc(-c2ccccc2)o1 (configuration not stated) | -0.8 | / | -1 | -7 | -2 | 8 | 1 | -2 | 2 | i
52 | COc1cccc(C(=O)NC2CC3CCCC(C2)N3Cc2ccc(F)cc2)c1 (configuration not stated) | / | / | / | 13 | / | / | 4 | / | 5 | i
53 | O=C(Nc1ccccc1N1CCOCC1)C1CCN(S(=O)(=O)c2ccccc2F)CC1 | 0.6 | -1.2 | -11 | -1 | -2 | 1 | -1 | -1 | 2 | -0.3
54 | O=C(NCc1ccco1)c1ccc(CS(=O)Cc2cccc(Cl)c2)o1 (configuration not stated) | 1.7 | 1.2 | -2 | 6 | 3 | -9 | 0 | 2 | -5 | -0.7
55 | COC(=O)Cc1c(C)c2ccc(OCC(=O)N(C)C)cc2oc1=O | 0.8 | -0.3 | 1 | 20 | 3 | 51* | 138* | -2 | 5 | i
56 | CN(C)c1ccc(CNc2ncn[nH]2)cc1 | / | 2.5 | 0 | -3 | 4 | 15 | 5 | 5 | 6 | 0.0
57 | O=C(NCc1ccco1)C1CC(c2ccc(Cl)cc2)=NO1 (configuration not stated) | 0.1 | 0.0 | -6 | -5 | 2 | 29 | -3 | 1 | 1 | -0.9
58 | O=C(CSc1ncnc2c1oc1ccccc12)Nc1nccs1 | -0.7 | -2.9 | -5 | -21 | 8 | 12 | -1 | -14 | -64 | /
59 | COC(=O)c1cc(NC(=O)CSc2ncn[nH]2)ccc1Cl | 1.5 | / | / | -3 | -2 | 8 | 1 | -9 | 1 | 0.4
60 | CCc1ccc(-c2cc(C)no2)cc1S(=O)(=O)Nc1cccc(CN2CCCC2)c1 | -1.1 | -2.0 | 4 | 8 | 8 | 6 | 2 | 1 | 11 | -0.1
61 | CC1CC(C)CN(C(=O)CSc2ncnc3sccc23)C1 (configuration not stated) | -2.7 | -1.0 | -15 | 3 | / | / | 1 | 1 | -4 | i
62 | CC(C)CN(C(=O)c1cccc(Cl)c1)c1c(N)n(CC(C)C)c(=O)[nH]c1=O | -1.2 | 1.4 | -13 | 0 | 1 | 14 | 1 | -8 | 11 | -0.5
63 | CC(C)CN1CCN(Cc2ccc(CN3CCCCC3)s2)CC1CCO (configuration not stated) | 0.2 | 0.4 | -4 | -6 | 0 | 4 | 1 | 7 | 2 | -0.5

Some of the compounds tested; count on the stated rates, not on these rows.
